# IMPase cell inh: qHTS Assay for Identifying the Cell-Membrane Permeable IMPase Inhibitors | AID 901, 2007 | inhibition (IP1 accumulation), % at 46.1 µM | 120,000 tested, under 10 active | CHO-M1 cells, IP1 accumulation, HTRF TR-FRET ratio | Inositol monophosphatase 1 (Rattus norvegicus), P97697; active = well fitted curve in the direction sought with a large enough effect in the signal ratio, not every such curve was filed as active; inconclusive = small, poorly fitted or top-dose-only effect, or a change in a side signal; inactive = no such curve, though single readings can be large or run the other way; the % refers to the signal ratio;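 also: cells stimulated with carbachol in lithium chloride buffer; plate controls were DMSO basal wells for no effect and reference inhibitor wells for full effect; higher means more IMPase inhibition seen as more IP1 and lower FRET ratio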
# Target sequence (P97697 whole entry, looked up): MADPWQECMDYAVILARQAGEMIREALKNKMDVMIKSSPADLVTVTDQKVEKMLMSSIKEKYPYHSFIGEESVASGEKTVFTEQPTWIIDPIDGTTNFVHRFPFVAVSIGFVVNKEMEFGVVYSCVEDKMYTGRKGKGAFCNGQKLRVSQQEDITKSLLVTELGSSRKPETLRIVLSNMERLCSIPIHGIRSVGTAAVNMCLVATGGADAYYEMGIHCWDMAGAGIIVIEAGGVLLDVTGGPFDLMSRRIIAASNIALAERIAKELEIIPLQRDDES
#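 Seeded CHO-M1 cells were dosed with compound at up to 46 uM, stimulated with carbachol for 30 min, then lysed in IP-One detection reagents. Higher IP1 lowers the TR-FRET signal.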
# ALOX15B inhib: qHTS Assay for Inhibitors of 15-hLO-2 (15-human lipoxygenase 2) | purified 15hLO-2, xylenol orange hydroperoxide absorbance | Potency, µM (titrated, usually from 57.1 µM), inactives show at the top dose activity change, negative = inhibition, usual class: inhibitors | 110,000 tested, 0.56% active; also: potency is read from the fitted curve at half-maximal effect; nearly all actives have a fitted effect of over 60% in size; many of its hits are not listed in these tables
# Target sequence (O15296 whole entry, looked up): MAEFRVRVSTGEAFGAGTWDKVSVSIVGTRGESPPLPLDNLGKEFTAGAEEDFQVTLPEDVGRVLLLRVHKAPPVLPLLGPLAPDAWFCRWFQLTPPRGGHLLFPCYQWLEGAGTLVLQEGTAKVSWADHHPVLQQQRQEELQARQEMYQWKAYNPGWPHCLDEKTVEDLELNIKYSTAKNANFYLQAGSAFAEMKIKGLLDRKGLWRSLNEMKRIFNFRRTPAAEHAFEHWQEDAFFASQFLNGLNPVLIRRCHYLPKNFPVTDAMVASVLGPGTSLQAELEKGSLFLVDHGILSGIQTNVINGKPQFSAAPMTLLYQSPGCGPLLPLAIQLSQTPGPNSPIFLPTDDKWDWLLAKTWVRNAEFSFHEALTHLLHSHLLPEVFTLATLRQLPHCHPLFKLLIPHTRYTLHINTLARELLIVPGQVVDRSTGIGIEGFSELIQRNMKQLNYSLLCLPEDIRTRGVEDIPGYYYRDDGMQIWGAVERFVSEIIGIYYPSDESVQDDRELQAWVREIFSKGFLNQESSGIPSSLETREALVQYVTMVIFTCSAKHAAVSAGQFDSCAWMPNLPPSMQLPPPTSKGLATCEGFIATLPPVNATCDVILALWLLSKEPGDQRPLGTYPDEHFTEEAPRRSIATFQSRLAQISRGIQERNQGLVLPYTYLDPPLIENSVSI
#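 Read-out: hydroperoxide product oxidises ferrous iron, measured as xylenol orange complex via the 573-to-405 nm absorbance ratio after 30 min. Reaction: 50 nM enzyme, 15 min compound preincubation, 45 uM arachidonic acid, 90 min RT, Hepes pH 7.5 with Triton X-100.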
# PNC assembly inh: High Content Assay for Compounds that inhibit the Assembly of the Perinucleolar Compartment. PC3M PTB-GFP, PNC prevalence imaging, 16 h; stronger effect = lower value. activity change (PNC), negative = inhibition, % at 10 µM. 140,000 tested, 3.1% active;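 active = readout at or below -70, meaning at least 70% loss of cells showing the perinucleolar compartment, a nuclear body marking cancer cells; inconclusive = readout between -30 and a set limit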;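 also: plate controls were DMSO wells for no effect and camptothecin positive control wells for full effect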
#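 PC3M cells stably expressing PTB-GFP, 750–1000 cells/well, treated 16 h at 37 °C with compound (23 nl of library stock), in duplicate. After paraformaldehyde fixation and Hoechst stain, imaged at 20x; PNC prevalence scored by image analysis.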
# ALOX12 inhib: qHTS Assay for Inhibitors of 12-hLO (12-human lipoxygenase); Polyunsaturated fatty acid lipoxygenase ALOX12 (Homo sapiens), P18054; Potency, µM (titrated, usually from 57.1 µM), without a hit: at the highest dose activity change, negative = inhibition, actives largely listed as inhibitors; 150,000 tested, 0.12% active; purified 12-hLO, xylenol orange hydroperoxide absorbance; also: potency is read from the fitted curve at half-maximal effect; nearly all actives have a fitted effect of over 55% in size; many of its hits are not listed in these tables
#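 Lipoxygenase turnover measured by absorbance at 573 and 405 nm after Fe-XO development. Human 12hLO 150 nM, arachidonate 40 uM, pH 7.0 Hepes buffer with detergent; 15 min compound preincubation, 30 min reaction.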
# * hit, by the source's call; ? = inconclusive; . = not tested or not shown; [ ] = remark or other dose. Unless noted, calls follow the shape of the dose curve; as a rule, active = well fitted curve in the direction sought with a large enough effect; inconclusive = small, poorly fitted or top-dose-only effect, or another doubt; inactive = no such curve, though single readings can be large; an effect the other way counts as inactive or inconclusive. Unless noted, % is scaled to controls: 0 for no effect and ±100 for the full control effect.
SMILES,IMPase cell inh,ALOX15B inhib,PNC assembly inh,ALOX12 inhib
Oc1ccc(-c2csc(-c3c[nH]c4ccccc34)n2)c(O)c1,.,.,35,-2%
C=C(C)CNC(=S)NNC(=O)CCn1c2ccccc2c2ccccc21,.,.,5,-10%
COC(=O)N/N=C(\C)c1ccc(Br)cc1,-11,-1%,-24,-1%
CCOc1ccc(CCNC(=O)C2CCN(S(=O)(=O)N3CCOCC3)CC2)cc1OCC,7,.,-13,-5%
O=C(COc1ccc(F)cc1)N(c1ccccn1)C1CCCCC1,.,.,-13,-1%
Cc1cc(C)cc(NC(=O)c2cccc(NC(=O)C3C4CC5OC(=O)C3C5C4)c2)c1 (stereo unspecified),3,1%,44,-5%
CC#C[C@]1(O)CC[C@H]2[C@@H]3CCC4=CC(=O)CCC4=C3[C@@H](c3ccc(N(C)C)cc3)C[C@@]21C,.,.,-17,-6%
CCC(C)NC(=O)CN1C(=O)CC(C)(C)S(=O)(=O)c2ccccc21 (stereo unspecified),2,2%,-9,-6%
CC(C)(C)c1nc(SCC(=O)Nc2ccc(N3CCOCC3)cc2)c2ccccc2n1,5,1%,57,5%
CCOC(=O)c1nc(Nc2ccccc2)c2ccccc2n1,-3,-2%,46,5%
CCN(CC(=O)Nc1ccc2c(c1)OCCO2)Cc1cc(=O)oc2c(C)c(C)ccc12,3,-8%,?,1%
COC(=O)c1cccc(NC(=O)CCc2cc(OC)c(OC)c(OC)c2)c1,.,.,?,-2%
CC(=O)Nc1ccc(N2CCN(C(=O)c3cccs3)CC2)cc1,-6,-5%,-15,-4%
COC(=O)Cn1c(=NC(=O)C2COc3ccccc3O2)sc2cc(S(N)(=O)=O)ccc21 (stereo unspecified),.,.,-134*,-2%
CCCOc1ccc(C(O)CCNC(CC(=O)O)c2ccccc2)cc1 (stereo unspecified),.,.,70,-1%
C/C(=N\NC(=O)c1c(Cl)c(C)nn1C)c1cccc(NC(=O)COc2ccccc2)c1,?,3%,?,-4%
CN(CC(=O)O/N=C(\N)c1ccccn1)S(=O)(=O)c1ccc(Br)cc1,-4,8%,?,-2%
Cc1ccc2nsnc2c1S(=O)(=O)N(Cc1ccco1)Cc1cc2cccc(C)c2[nH]c1=O,?,24%,8,-8%
CC(C)c1ccccc1NC(=O)Cn1c(-c2ccccc2Cl)nc2ccccc21,.,.,?,-3%
CN(C)c1ccc(NC(=O)CCCc2ccccc2)cc1,25,-13%,?,-5%

# Overlap with the part before: 2 entries, followed by the next part.
SMILES,IMPase cell inh,ALOX15B inhib,PNC assembly inh,ALOX12 inhib
CC(C)c1ccccc1NC(=O)Cn1c(-c2ccccc2Cl)nc2ccccc21,.,.,?,-3%
CN(C)c1ccc(NC(=O)CCCc2ccccc2)cc1,25,-13%,?,-5%
CCNC(=S)NS(=O)(=O)c1ccccc1,0,2%,10,-2%
CCc1nnc(NC(=O)CSc2nc3cccnc3n2Cc2ccccc2)s1,-3,.,?,2%
Cc1cc(=O)cc(C)[nH]1,4[1.84 µM],3%[11.4 µM],11,1%
O=C1c2ccccc2C(=O)N1CCN1CCCCC1,-6,8%,29,3%
CCc1ccc(OCC(=O)N/N=C(\C)c2ccc(OC(F)F)cc2)cc1,.,.,-4,-2%
Cc1ccc(C(=O)CSc2nnc(-c3ccco3)n2Cc2ccccc2)cc1,25,-5%,-17,-8%
Cc1ccc(C)c(N(CC(=O)Nc2ccccc2C(=O)NCc2ccco2)S(=O)(=O)c2ccccc2)c1,2,.,?,0%
O=C(O)C1CCCCN1S(=O)(=O)c1ccc(Cl)s1 (stereo unspecified),-3,4%,-15,-3%
COC(=O)c1nnn(CC(=O)Nc2ccc(C)c(F)c2)c1C(=O)OC,6,3%[2.29 µM],8,1%
CC1(C)CC(=O)C2=C(C1)N1CCCCC1CC2=O (stereo unspecified),6,9%,5,-1%

# Complete entries as entered above.
# Listed for Cc1cc(C)cc(NC(=O)c2cccc(NC(=O)C3C4CC5OC(=O)C3C5C4)c2)c1 (stereo unspecified) = IMPase cell inh = 3; ALOX15B inhib = 1%; PNC assembly inh = 44; ALOX12 inhib = -5%
# Listed for CN(C)c1ccc(NC(=O)CCCc2ccccc2)cc1 = IMPase cell inh = 25; ALOX15B inhib = -13%; PNC assembly inh = ?; ALOX12 inhib = -5%

# Later entries:
SMILES,IMPase cell inh,ALOX15B inhib,PNC assembly inh,ALOX12 inhib
O=C(Nc1ccc2c(c1)OCCO2)c1cnc2n(c1=O)CCS2,-1,.,19,1%
CS(=O)(=O)N(CC(=O)Nc1ccc2c(c1)OCO2)c1ccc(Cl)cc1,-3,-11%,29,-15%
Nn1c(COc2ccccc2)nnc1SC(F)F,3,6%,-11,4%
Cc1c(NC(=O)CN2C(=O)NC(C)(c3ccccc3Cl)C2=O)c(=O)n(-c2ccccc2)n1C (stereo unspecified),3,.,10,-4%
CNCCNS(=O)(=O)c1cccc2cnccc12,-3,8%,.,-2%
COc1ccc(C2C(C(=O)c3ccco3)=C(O)C(=O)N2Cc2cccnc2)cc1OC (stereo unspecified),2,-4%,45,-12%
CCC(C)Sc1nc(C)nc2c1c(=O)n(C)c(=O)n2C (stereo unspecified),9,3%,29,-2%
COc1ccccc1NC(=O)CN(C)S(=O)(=O)c1cc(C)ccc1OC,6,-1%,44,2%
O=C(C1CCCN(S(=O)(=O)c2cccnc2)C1)N1CCn2c1nc1ccccc12 (stereo unspecified),9,.,-9,-1%
Cc1ccc(C)c(NS(=O)(=O)c2c(C)nn(C)c2C)c1,0,3%,-5,3%

# 3 compounds already listed, arranged by length of the SMILES, low to high:
SMILES,IMPase cell inh,ALOX15B inhib,PNC assembly inh,ALOX12 inhib
COc1ccccc1NC(=O)CN(C)S(=O)(=O)c1cc(C)ccc1OC,6,-1%,44,2%
COc1ccc(C2C(C(=O)c3ccco3)=C(O)C(=O)N2Cc2cccnc2)cc1OC (stereo unspecified),2,-4%,45,-12%
Cc1c(NC(=O)CN2C(=O)NC(C)(c3ccccc3Cl)C2=O)c(=O)n(-c2ccccc2)n1C (stereo unspecified),3,.,10,-4%

# Other records follow.
SMILES,IMPase cell inh,ALOX15B inhib,PNC assembly inh,ALOX12 inhib
O=C(CN1CCN(c2ccccn2)CC1)Nc1ccc(F)cc1,1,-17%,39,-3%
N#CC(Cc1ccc(OC(F)F)cc1)c1nc2ccccc2[nH]1 (stereo unspecified),14,.,9,2%
Cc1ccc(NC(=O)c2cccc(Cl)c2)nc1,9,2%,?,-3%
Cc1nc2sc3c(O)cc(=O)[nH]c3c2c(C)c1C,-14,8%,14,3%
CC(=O)CCC(=O)NCCc1ccccc1F,8,14%,-12,-4%
O=C(NCC(O)c1ccccc1)c1cccc(S(=O)(=O)N2CCOCC2)c1 (stereo unspecified),-2,1%,-11,-3%
CN1CCN(Cc2c(O)ccc3occ(C(=O)c4ccccc4)c23)CC1,7,26%,?,5%
Cc1cccn2c(=O)c(/C=C(\C#N)S(=O)(=O)c3ccccc3)c(N3CCN(C)CC3)nc12,2,-2%,?,-6%
COC(=O)CSc1nnc(-c2ccc(S(=O)(=O)NCc3cccs3)cc2)o1,13,2%,21,1%
Cc1ccc(Cn2c(-c3nonc3N)nc3ccccc32)cc1,5,-14%,0,-16%
Cc1ccc(S(=O)(=O)N2CCCSCC2)cc1,1,-3%,22,-5%
CCOC(=O)C1=C(c2ccccc2)NC(SCC(N)=O)=C(C#N)C1c1cccnc1 (stereo unspecified),-3,-2%,-22,1%
Nc1ccc(C(=O)Nc2ccc3nc(-c4cccnc4)[nH]c3c2)cc1,-4,6%,18,-2%
Cn1c(=O)c2cc(S(=O)(=O)NCCC(=O)Nc3ccc(Cl)cc3)ccc2n(C)c1=O,-2,.,52,5%
CCn1c(SCC(=O)Nc2cc(C)on2)nnc1-c1ccncc1,3,6%,33,-3%
O=C(CN(C(=O)CCC(=O)Nc1ccccn1)c1ccc2c(c1)OCO2)NCc1ccco1,2,5%,57,-4%
COc1ccc(C)cc1NC(=O)C1CCCCC1C(=O)O (stereo unspecified),0,-7%,0,-1%
CC(C)(C)c1ccc(C(=O)Nn2c(CCC(=O)O)ccc2-c2cccs2)cc1,5,-28%,26,-16%
COc1ccc(NC(=O)NCCCN2CCCC2=O)cc1,-12,-1%,?,7%
Cn1cc(C(=O)N2CCN(C(=O)c3ccco3)CC2)c2c3ccccc3n(C)c2c1=O,10,-11%,12,0%
CN(/N=C/c1cc([N+](=O)[O-])ccc1O)c1ccccc1,.,.,66,1%
CCOC(=O)c1c(C2CCN(C(=O)OCC)CC2)nc2ccccn12,-5,3%,26,3%
Cc1cc(C)n(C(=O)c2ccc(C)c(F)c2F)n1,9,.,-5,1%
O=C(NC1CCCCCCC1)C1CCN(c2nc3ccccc3o2)CC1,-13,3%,?,-1%
CCc1nc(OCc2ccco2)c2sc3nc4c(cc3c2n1)COC(C)(C)C4,-2,-18%,-30,-18%
CC(C)n1c(SC2CCOC2=O)nc2ccccc21 (stereo unspecified),11,1%,-1,-4%
OC[C@@H]1[C@@H](c2ccc(Cl)cc2)C(c2ccc(F)cc2)=NN1c1ccccc1,.,-12%[0.0915 µM],.,-12%[0.00818 µM]
CC12CCC(C(=O)Nc3nccs3)(OC1=O)C2(C)C (stereo unspecified),2,-5%,40,6%
CCCc1c2ccccc2nc2ccccc12,.,.,-9,-9%
CC(C)(C)C(=O)NC(=S)Nc1ccccc1C(=O)Nc1ccccc1,-8,?,45,-9%
CC1CCC2(CC1)NC(=O)N(CC(=O)c1cccn1C)C2=O (stereo unspecified),2,-8%,-9,-2%
O=C(NC1CCS(=O)(=O)C1)C1CCCN(S(=O)(=O)c2ccc(Cl)cc2)C1 (stereo unspecified),9,.,22,-2%
COc1ccc(C2NC(=O)c3n[nH]c(C)c32)c(OC)c1 (stereo unspecified),6,3%,?,-2%
C=CCN(c1ccc(C(=O)N2CCN(c3ccc(F)cc3)CC2)cc1)S(C)(=O)=O,7,-2%,-1,5%
COc1cc(-c2c(C#N)c(=O)[nH]c3c2c(C)nn3-c2ccccc2)ccc1O,-6,-12%,-19,-5%
CC(C)(C)c1ccc(OCCNC(=S)NC(=O)c2cccnc2)cc1,.,.,16,-23%
COc1ccc(Cn2nnnc2CN2CCc3ccccc32)cc1,-5,-14%,6,1%
CN(CCO)c1cc(N2CCC3(CC2)OCCO3)c2nonc2c1[N+](=O)[O-],.,.,-10,1%
O=C(NCc1ccccc1)C1(c2ccccc2)CCN(S(=O)(=O)c2ccccc2)CC1,7,0%,12,4%
Cc1ccc(CNC(=O)C2CC(c3ccc([N+](=O)[O-])cc3)=NO2)cc1 (stereo unspecified),15,-3%,?,-4%
CC1=NN(c2nc(-c3ccc(F)cc3)cs2)C(=O)C1,4,22%,22,0%
O=c1[nH]cnc2c1N1CCC2CC1,7,-3%,37,-8%
Cc1c(Cl)c([N+](=O)[O-])nn1CC(=O)Nc1ccc2c(c1)OCO2,.,.,12,-1%
COc1cc(CC(=O)NCc2ccco2)cc(OC)c1OC,0,3%,37,-1%
CCCCn1ccc(O)c(Cc2ccc(F)cc2)c1=O,-2[1.84 µM],7%[11.4 µM],-6,1%
COc1ccc(Oc2cc(F)nc(N)n2)cc1,4,.,58,8%
O=C(CSc1nc2cc(Cl)ccc2s1)NCc1ccc2c(c1)OCO2,.,.,?,-4%
Cc1nnc(SCC(=O)Nc2nsc(-c3ccccc3)n2)s1,-13,-9%,?,4%
COC(=O)C(c1cc(OC)c(O)c(OC)c1)(N1CCNC(C)C1)C(F)(F)F (stereo unspecified),-4,6%,?,-6%
COc1ccc(C(=O)NC(C(=O)N2CCc3ccccc32)C(C)C)cc1 (stereo unspecified),.,.,?,5%
O=C(Nc1ccc(Cl)cc1)c1cc2nc(-c3ccco3)cc(C(F)(F)F)n2n1,-1,-4%,11,-5%
NC(=O)CSc1nc2scc(-c3ccc(Cl)cc3)c2c(=O)n1Cc1ccccc1,-4,.,-9,2%

# Assay outcomes from PubChem BioAssay.
